# M. tuberculosis GlmU: inhibition of mycobacterial GlmU enzyme – biochemical, glucosamine-1-phosphate acetyltransferase (AID 1376); Bifunctional protein GlmU (Mycobacterium tuberculosis (strain ATCC 25618 / H37Rv)); one-dose inhibition, %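 (tested at 30 µM in the primary screen)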; IC50 in µM for titrated hits; M. tuberculosis GlmU acetyltransferase enzyme assay; higher % means a stronger effect; hit rate 0.25% among 220,000; in the data active means inhibition above about 13%;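 further: 0% = complete reaction with vehicle and 100% = reaction without substrate; strong numbers were not always called active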
# Mtb RmlCD inh: M. tuberculosis RmlC/RmlD coupled enzyme inhibitors, primary screen, biochemical, compound mixtures, 384-well, from 1536-well plates. RmlC+RmlD coupled enzyme assay, percent inhibition; primary screen in compound mixtures. inhibition, % at 3.6 µM. hit rate 0.03% among 160,000. AID 1533, 2009; in the data active means inhibition mostly above about 34%, no sharp cut-off; further: some results filed as inactive read as strong as hits
# Target sequence (P9WH09 whole entry, looked up): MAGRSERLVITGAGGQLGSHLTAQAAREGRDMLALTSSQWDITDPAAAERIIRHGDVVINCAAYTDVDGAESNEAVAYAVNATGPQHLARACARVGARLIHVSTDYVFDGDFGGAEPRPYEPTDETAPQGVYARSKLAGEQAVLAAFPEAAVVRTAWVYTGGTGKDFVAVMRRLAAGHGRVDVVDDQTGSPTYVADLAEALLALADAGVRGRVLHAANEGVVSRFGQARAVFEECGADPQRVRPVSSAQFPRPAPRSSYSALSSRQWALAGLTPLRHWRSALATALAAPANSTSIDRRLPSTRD
# Target sequence (P9WH11 whole entry, looked up): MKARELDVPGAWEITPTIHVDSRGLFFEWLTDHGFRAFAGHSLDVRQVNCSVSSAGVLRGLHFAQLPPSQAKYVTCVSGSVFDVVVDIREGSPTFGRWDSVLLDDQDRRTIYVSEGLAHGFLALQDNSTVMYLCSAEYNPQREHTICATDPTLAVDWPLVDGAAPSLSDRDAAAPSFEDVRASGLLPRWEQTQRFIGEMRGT
# The depositor's hits bear a star; nt = not tested or not shown.
SMILES,M. tuberculosis GlmU,Mtb RmlCD inh
Cn1cc(CN2CCCC(CO)C2)c(-c2ccc(Oc3ccccc3)cc2)n1 (stereo not drawn),5.5%,-5
CCC(C(=O)N1CCN(C(=O)c2ccco2)CC1)c1ccccc1 (stereo not drawn),1.7%,-5
N#CC1=C(N)OC2=C(C(=O)CC(c3ccccc3)C2)C1c1ccoc1 (stereo not drawn),0.9%,nt
Cc1cc(C)n(C(=O)CCCCCCCC(=O)n2nc(C)cc2C)n1,-2.3%,nt
CCCc1cc(=O)[nH]c(SCC(=O)N2N=C(c3ccc(Cl)cc3)CC2c2ccco2)n1 (stereo not drawn),3.4%,7
CCCCOc1ccc(C(=O)NCC(=O)NCC(=O)OCC)cc1,4.5%,nt
O=c1cc(NC2CCCCCC2)[nH]c(=O)[nH]1,3.6%,-6
Cc1ccc(NC(=O)CSCC#N)cc1,-2.6%,nt
COC(=O)C1=C(C)NC2=C(C(=O)CC(C)(C)C2)C1c1cn(Cc2ccc(Br)cc2)nc1-c1ccccc1 (stereo not drawn),0.7%,-5
CC(NC(=O)C1CCN(S(=O)(=O)c2cc([N+](=O)[O-])ccc2Cl)CC1)c1ccccc1 (stereo not drawn),-3.4%,7
COc1ccccc1C(=O)C1CCCN(Cc2cnc(C)s2)C1 (stereo not drawn),1.1%,3
C=CCn1c(SCC(=O)Nc2nccs2)nnc1-c1ccco1,1.0%,-7
Cc1cc(C(N)=O)c2ccccc2n1,-2.7%,nt
CCOC(=O)c1ccc(NC(=O)Cn2nnc(-c3ccccc3C)n2)cc1,3.2%,nt
Cc1ccc(NC(=O)C2CC(=O)N(C(C)C)C2)cc1Cl (stereo not drawn),-5.3%,-1
COc1ccc(/C=N/NC(=O)C2C3CCCCC32)cc1OC (stereo not drawn),0.3%,-11
O=C(C[n+]1cc(-c2ccc(Cl)cc2)n2c1CCC2)Nc1nc(-c2ccc(F)cc2)cs1,-4.8%,5
COc1ccc(C(=O)NNC(=O)Cc2ccc([N+](=O)[O-])cc2)cc1,-0.4%,nt
CCOc1ccc2nc(-c3ccc(OC)c(OC)c3)cc(C(=O)O)c2c1,1.2%,nt
CC(C)(C)c1nnc(NC(=O)NS(=O)(=O)c2ccccc2)s1,3.9%,nt

# Compound profiles (already shown):
# `O=c1cc(NC2CCCCCC2)[nH]c(=O)[nH]1` across the screens: M. tuberculosis GlmU = 3.6%; Mtb RmlCD inh = -6
# `COc1ccccc1C(=O)C1CCCN(Cc2cnc(C)s2)C1` (stereo not drawn) across the screens: M. tuberculosis GlmU = 1.1%; Mtb RmlCD inh = 3

# The list goes on.
SMILES,M. tuberculosis GlmU,Mtb RmlCD inh
CCc1[nH]nc(C(=O)N2CCCC(CNS(=O)(=O)c3cccs3)C2)c1C (stereo not drawn),2.5%,nt
COc1ccc(C(=O)N/C(=C\c2ccc3c(c2)OCO3)C(=O)NCCc2nc3ccccc3[nH]2)cc1,-3.1%,-6
O=[N+]([O-])c1ccc(N2CCN(CCOc3nonc3-c3ccccc3)CC2)c(Cl)c1,0.9%,6
CCOCCCN1CN(Cc2ccccc2)CNC1=S,3.1%,-10
O=[N+]([O-])c1ccc2[nH]c(O)c(N=NC(=S)Nc3cccnc3)c2c1,1.8%,-7
CCCCCCc1cc2cc(S(=O)(=O)c3ccc(C)cc3)c(=O)oc2cc1O,1.8%,nt
C=CCOc1ccc(CN(C)CC(=O)N(CC(C)C)c2c(N)n(CC(C)C)c(=O)[nH]c2=O)cc1,-2.5%,nt
CC1(C)Cc2nc3scc(NC(=O)c4ccccc4)c3cc2CO1,8.8%,4
COc1cccc(-c2cc(C(F)(F)F)nc(NCc3ccco3)n2)c1,2.2%,-5
Cc1c(C(=O)N2CCOCC2)[nH]c2c1C(=O)CC(c1ccc(Cl)cc1)C2 (stereo not drawn),7.5%,5
Cn1ncc(N=Cc2c(O)ccc3ccccc23)c1C(=O)N1CCOCC1,5.7%,nt
COc1cc(-c2cc(C(=O)Nc3c(Cl)cc(Cl)cc3Cl)c3ccccc3n2)cc(OC)c1OC,1.9%,-4
COc1ccccc1NC=C1C(=O)OC2(CCCCC2)OC1=O,13%*,8
Cc1nn(Cc2c(F)c(F)c(F)c(F)c2F)c(C)c1NC(=O)c1c([N+](=O)[O-])c(C)nn1C,2.5%,nt
CCOc1ccc(C(C)=O)cc1COC(=O)C1=COCCO1,8.9%,10
O=C(N/N=C/C=C\c1ccc([N+](=O)[O-])cc1)c1cccnc1,4.9%,-5
COCCNC(=O)C(=O)N/N=C/c1ccccc1C(F)(F)F,-4.4%,nt
O=C(Nc1ccccc1O)c1cc(S(=O)(=O)N2CCOCC2)c(Cl)cc1Cl,0.1%,-7
NC1=NC[C@H](Cc2ccc(O)cc2)N1CCc1cc(C(F)(F)F)cc(C(F)(F)F)c1,-2.4%,-9
COCCCNC(=O)C(Cc1ccccc1)NS(=O)(=O)c1ccc2c(c1)c(=O)n(C)c(=O)n2C (stereo not drawn),3.7%,-7

# Exported with tabs: four of the compounds above.
Compound	M. tuberculosis GlmU	Mtb RmlCD inh
COc1cc(-c2cc(C(=O)Nc3c(Cl)cc(Cl)cc3Cl)c3ccccc3n2)cc(OC)c1OC	1.9%	-4
COc1ccccc1NC=C1C(=O)OC2(CCCCC2)OC1=O	13%*	8
Cc1nn(Cc2c(F)c(F)c(F)c(F)c2F)c(C)c1NC(=O)c1c([N+](=O)[O-])c(C)nn1C	2.5%	nt
CCOc1ccc(C(C)=O)cc1COC(=O)C1=COCCO1	8.9%	10

# Following part
SMILES,M. tuberculosis GlmU,Mtb RmlCD inh
O=C(Cn1cnc2ccccc21)Nc1cccc([N+](=O)[O-])c1,5.2%,1
COc1cc(CC(=O)Nc2ccc(N3CCOCC3)cc2)cc(OC)c1OC,2.2%,-11
CCC(C)/C=C(C)/C=C/C1=CC2=C(Cl)C(=O)C(C)(OC(C)=O)C(=O)C2=CO1 (stereo not drawn),6.0%,-13
O=C(COc1ccc(Oc2ccccc2)cc1)NCc1cn2ccccc2n1,2.8%,-10
Cc1nn(CC2CC2)c(=O)n1-c1cccc(Cl)c1,-0.1%,12
CCc1cccc(CC)c1NC(=O)C1SC(=Nc2ccccc2C)C(c2nc3ccccc3s2)=C1N (stereo not drawn),nt,-6
COc1cc(/C=C2\C(=O)N(C)C(=S)N2C)ccc1O,-4.1%,7
CCC(C)n1c(SCC(=O)Nc2cc(C(C)(C)C)nn2-c2ccccc2)nc2ccccc2c1=O (stereo not drawn),-2.6%,24
O=C(COC(=O)C1=Cc2ccccc2OC1)NCc1ccco1,2.2%,14
CCCNC(=O)COC(=O)c1cc2c(=O)n3ccccc3nc2s1,-4.6%,0
O=C(/C=C/c1ccccn1)c1ccc(Br)cc1O,-4.2%,-10
O=C1CC(=O)N(CCc2ccccc2)C(=O)N1CCc1ccccc1,2.5%,10
CCc1nn(CCCC(=O)N2CCc3ccccc3C2)c(=O)c2cc3occc3n12,-1.1%,-2
CC(C)CCNC(=O)CCc1nnc(Cc2c[nH]c3ccccc23)o1,-4.5%,14
COc1ccc(CN2CCOCCOCCOCCOCCOCC2)cc1,0.0%,-10
CC(C)(C)n1nnnc1CN1CCC(NC(=O)NC2CCCCC2)CC1,0.8%,-2
O=C(c1ccc(CSc2ccc(Cl)cc2)cc1)N1CCCC1,1.6%,-15
NNC(=O)c1ccc(COc2cccc3ccccc23)o1,1.1%,-5
Cc1ccc(O)c(NC(=O)C2CC(c3ccc(F)cc3)=NO2)c1 (stereo not drawn),-3.1%,nt
CC/C(O)=C1\C(=O)CC(c2ccccc2)CC1=NCCC(=O)O (stereo not drawn),-1.7%,-8
OC(CNC1CCCc2ccccc21)COc1c(Cl)cccc1Cl (stereo not drawn),0.8%,3
CC(C)[C@@H]1C=C(C(=O)O)O[C@H](OCCCCO)C1,1.2%,-6
Cc1ccc(SC(C)C(=O)Nc2ncn[nH]2)cc1 (stereo not drawn),0.6%,6
COC(=O)C1=C(C)N(CC(C)C)C(=O)C1,6.3%,11
Cc1ccc2[nH]c3c(c2c1)CN(C(=O)CN1CCN(C(=O)c2ccco2)CC1)CC3,6.3%,nt
Cn1c(=O)c2c(nc(NCCc3ccccc3)n2Cc2ccccc2)n(C)c1=O,0.8%,nt
CCOC(=O)/C(=N\Nc1ccccc1[N+](=O)[O-])c1csc(N)n1,-4.3%,-12
COc1ccc([N+](=O)[O-])cc1NC(=O)COC(=O)Cc1cc(OC)c(OC)c(OC)c1,2.0%,nt
CCCC(=O)Nc1cc(C)c(NC(=O)c2ccccn2)cn1,2.7%,-3
COc1cnc(-c2cccc(C(F)(F)F)c2)nc1OC,0.7%,-12
CCNC(=O)COC(=O)/C=C/c1cccs1,-1.8%,-13
Cc1cc(NS(=O)(=O)c2ccccc2)c(C)c(Cl)c1O,-1.0%,4
CC(NC(=O)Cc1cccs1)C(c1cccs1)N1CCN(c2ccccc2F)CC1 (stereo not drawn),1.0%,7
c1csc(-c2nnc(N3CCOCC3)c3ccccc23)c1,-2.6%,-2
O=C(c1cccc(C(F)(F)F)c1)C1CCCN(C(=O)CCn2cnnn2)C1 (stereo not drawn),-3.8%,nt
COc1ccc(C(=O)NNC(=O)c2ccccc2[N+](=O)[O-])cc1,3.0%,3
Cc1ccc(-n2c(C)cc(C(=O)NS(=O)(=O)c3ccc(C)cc3)c2C)cc1,-2.7%,-4
Cc1oc2ccc(OC(=O)N(C)C)cc2c1C(=O)OC(C)C,3.4%,5
COc1ccc(-c2cc(C3CCN(Cc4cccc(C(F)(F)F)c4)CC3)[nH]n2)cc1,-5.3%,-7
Cc1cc(C)nc(N2CCCC(C(=O)NCCc3cccc(F)c3)C2)n1 (stereo not drawn),1.5%,-4

# Overlap with the part before: four entries, then new ones.
SMILES,M. tuberculosis GlmU,Mtb RmlCD inh
Cc1ccc(-n2c(C)cc(C(=O)NS(=O)(=O)c3ccc(C)cc3)c2C)cc1,-2.7%,-4
Cc1oc2ccc(OC(=O)N(C)C)cc2c1C(=O)OC(C)C,3.4%,5
COc1ccc(-c2cc(C3CCN(Cc4cccc(C(F)(F)F)c4)CC3)[nH]n2)cc1,-5.3%,-7
Cc1cc(C)nc(N2CCCC(C(=O)NCCc3cccc(F)c3)C2)n1 (stereo not drawn),1.5%,-4
CCOC(=O)CNC(=O)N1c2ccccc2Sc2ccccc21,-0.1%,43
CCOC(=O)COc1ccccc1-c1ccno1,6.6%,nt
CCn1c(NCc2cc(Br)ccc2NS(=O)(=O)c2ccc(C)cc2)nc2ccccc21,1.7%,nt
O=C(Nc1ccccc1C(=O)N/N=C/c1ccco1)c1ccc(F)cc1,0.6%,nt
CC1CCCC(NC(=O)COC(=O)CSc2ccc3ccccc3c2)C1C (stereo not drawn),1.8%,-2
O=C(O)c1ccc(N=C2SCC(=O)N2Cc2ccccc2)cc1,1.2%,0
CN(Cc1nc(-c2cccs2)no1)CC1(N2CCOCC2)CCCCC1,2.4%,-5
CCN(CC)CCN1C(=O)C(=O)/C(=C(/O)c2ccc(OC)cc2)C1c1ccco1 (stereo not drawn),nt,7
O=C(CCc1nc2ccccc2c(=O)[nH]1)OCc1ccc(-c2ccccc2)cc1,5.3%,-6
CC(=O)Nc1ccc(S(=O)(=O)NCCNc2ccccc2[N+](=O)[O-])cc1,-1.4%,12
O=S(=O)(Nc1ccc(F)cc1)N1CCCCCC1,-4.2%,-7
NS(=O)(=O)c1ccc(N/N=C/c2cn(-c3ccccc3)nc2-c2cccs2)cc1,-6.7%,8
Cc1ccc(NC(=S)NCCN(C2CCCCC2)C2CCCC2)cc1C,1.4%,-1
CCOc1ccc2c(=O)c(Oc3ccccc3OCC)coc2c1,-4.5%,nt
Cn1c(=O)c2c(nc(Sc3ncccn3)n2Cc2ccc(Cl)cc2)n(C)c1=O,5.7%,-3
Cc1nn(Cc2cccc(C(=O)NC34CC5CC(CC(C5)C3)C4)c2)c(C)c1Br,0.6%,nt
Cc1ccc(NC2=C(N3CCOCC3)C(=O)c3ccccc3C2=O)cc1,-4.0%,-6
COc1ccc(NC(=S)N2CCN(C(c3ccccc3)c3ccccc3)CC2)cc1OC,-3.1%,-4
CC[n+]1c(/C=C/C=C/N(C(C)=O)c2ccccc2)sc2cc(OC)ccc21,4.2%,-2
COC(=O)c1ccccc1NC(NC(=O)c1ccco1)C(=O)c1ccccc1 (stereo not drawn),-3.5%,4
Cc1ccc(-n2c(SCC(=O)Nc3ccc(C(=O)O)cc3)nnc2-c2ccncc2)cc1,3.8%,-8
COc1ccc(N(C(C)=O)S(=O)(=O)c2cc(OC)ccc2OC)cc1,2.4%,nt
O=C(O)c1ccc(N=NN2CCCCC2)cc1,3.3%,6
Cc1ccc(-c2cc(-c3ccccc3)[nH]c(=S)c2C#N)cc1,-0.9%,13
CCOC(=O)CSc1nnc(-c2cccnc2)n1C,4.4%,-6
Cc1ccc(/C=N/n2c(COc3ccccc3)n[nH]c2=S)o1,3.9%,9
COc1cc(C=O)cc(OC)c1OS(=O)(=O)c1ccc(NC(C)=O)cc1,2.0%,5
CC(O)C(=O)N/N=C/c1cccc2ccccc12 (stereo not drawn),-4.0%,nt
COc1ccccc1-c1nc(=S)c(C(C)=O)c(C)[nH]1,4.1%,-1
OCC1(Cc2ccccc2C(F)(F)F)CCN(Cc2ccccc2)CC1,0.9%,-4
Cc1ccc(Nc2nc(CSc3nnc(-c4ccccc4)n3C)cs2)cc1,1.9%,9
O=C(CSc1nnc(COc2ccccc2)n1Cc1ccco1)NCc1ccco1,-5.1%,8
COc1ccc(/C(N)=N/OC(=O)c2cc(-c3ccccc3)nc3ccccc23)cc1,-0.9%,nt

# Source: PubChem

# Some of the compounds tested; count on the stated rates, not on these rows.
